FN deposition inh: fibronectin deposition inhibition | inhibition, % at 12.6 µM | AID 743247 | AH1F fibroblasts, Alexa488-fibronectin deposition fluorescence, overnight | 350,000 tested, 0.086% active;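 active = mean inhibition across replicates of 30% or more, regardless of how many single replicates reach that level; inconclusive = mean under 30% yet at least half of replicates reach 30%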;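 note: positive control wells lacked labelled fibronectin entirely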
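Assay system: AH1F fibroblast monolayer, labelled fibronectin deposition. Amount: 10000 cells per well. Also added: labelled fibronectin 24 nM. Compound: single-point pinned compound. Incubation: cell attachment 1 h, compound and FN exposure overnight. Detection: fluorescence after three HBSS washes, excitation 485 nm, emission 525 nm. Read-out: inhibition of fibronectin deposition signal.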
ERAP1 HTS inh: ERAP1 (human) enzyme inhibition; AID 652197; 340,000 tested, 0.15% active; Q9NZ08; inhibition, % at 10.7 µM; recombinant ERAP1, Leu-AMC fluorescence, 60 min;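 active = mean replicate inhibition of at least 30%, or all replicates individually reaching that 30% level; inactive = mean below 30% and not every replicate reaching it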;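 note: 0% = neutral control wells and 100% = L-leucinethiol positive control wells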
Target sequence (Q9NZ08 whole entry, looked up): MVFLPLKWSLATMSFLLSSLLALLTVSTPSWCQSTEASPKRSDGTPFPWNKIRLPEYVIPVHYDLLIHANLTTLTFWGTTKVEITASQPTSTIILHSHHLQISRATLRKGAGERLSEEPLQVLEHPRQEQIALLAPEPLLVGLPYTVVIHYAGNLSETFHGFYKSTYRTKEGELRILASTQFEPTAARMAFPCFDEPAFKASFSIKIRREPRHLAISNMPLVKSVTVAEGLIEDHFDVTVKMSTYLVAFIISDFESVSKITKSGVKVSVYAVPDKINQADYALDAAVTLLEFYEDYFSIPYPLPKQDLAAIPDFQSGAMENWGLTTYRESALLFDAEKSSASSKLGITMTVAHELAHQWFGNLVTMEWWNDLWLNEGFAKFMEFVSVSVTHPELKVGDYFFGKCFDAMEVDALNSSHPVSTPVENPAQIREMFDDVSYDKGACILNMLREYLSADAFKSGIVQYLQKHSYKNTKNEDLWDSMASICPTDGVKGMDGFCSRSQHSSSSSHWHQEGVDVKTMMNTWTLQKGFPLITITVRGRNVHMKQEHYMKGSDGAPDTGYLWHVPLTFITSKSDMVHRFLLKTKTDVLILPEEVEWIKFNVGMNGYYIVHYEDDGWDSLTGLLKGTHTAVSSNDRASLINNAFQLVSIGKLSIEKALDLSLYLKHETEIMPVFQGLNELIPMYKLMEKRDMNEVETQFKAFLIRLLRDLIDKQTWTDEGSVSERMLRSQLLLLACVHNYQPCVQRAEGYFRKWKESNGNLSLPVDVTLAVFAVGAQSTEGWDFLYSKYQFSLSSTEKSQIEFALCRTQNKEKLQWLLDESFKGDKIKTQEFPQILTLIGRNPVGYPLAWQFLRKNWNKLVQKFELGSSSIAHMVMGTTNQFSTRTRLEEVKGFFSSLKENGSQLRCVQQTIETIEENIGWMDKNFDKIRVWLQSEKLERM
PglD inh: blocks C. jejuni PglD acetyltransferase activity | AID 602405 | inhibition, % at 12.5 µM | purified PglD enzyme, DTNB colorimetric CoA detection | 360,000 tested, 0.098% active; in the data active = inhibition above about 16%, passing the limit was not always enough; inconclusive = no clear call, values can overlap the other calls; note: strong numbers were not always called active
S100A4 MyoIIA: blocks human S100A4 binding to myosin IIA peptide | P26447 | 360,000 tested, 0.14% active | inhibition, % at 10.7 µM | AID 652163 | S100A4/TAMRA-MyoIIA peptide fluorescence polarization;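 active = mean inhibition of at least 70% across replicates, with every replicate also reaching that level; inconclusive = mean inhibition reaches 70% but some replicates fall short; inactive = mean inhibition below 70%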
Target sequence (P26447 whole entry, looked up): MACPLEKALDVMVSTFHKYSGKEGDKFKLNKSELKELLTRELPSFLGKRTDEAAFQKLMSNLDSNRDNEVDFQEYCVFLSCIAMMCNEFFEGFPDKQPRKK
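Test system: S100A4 monomer protein. Medium: HEPES buffer with Ca2+, pH 7.2. Reagent: fluorescent myosin IIA peptide, 5 nM. Compound dosing: single-point compound testing. Timing: 5 min between mix addition and reading. Benchmarks: DMSO neutral and TFP positive wells.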
PGC1a acetyl inh: lowers PGC1a acetylation signal in U2OS cells | inhibition, % at 15.6 µM | 350,000 tested, 0.17% active | AlphaScreen anti-acetyl-lysine; with virally co-expressed GCN5 acetyltransferase;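 active = every replicate shows inhibition of at least 40%; inconclusive = mean inhibition at least 40% but some replicate below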;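 note: 0% = neutral control wells and 100% = positive control wells; some results beyond the cut were filed as inactive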
EWS-Fli inh: EWS/Fli transcriptional activity inhibition; inhibition, % at 12.6 µM; A673 NR0B1-luciferase reporter, viability-normalised; AID 651661; 350,000 tested, 0.67% active;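 active = mean inhibition of at least 50% after viability correction, with every replicate also passing that limit; inconclusive = mean reaches 50% but only one of two replicates passes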;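 note: firefly luciferase signal divided by Alamar Blue viability fluorescence both relative to DMSO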
LGR2 inh: Drosophila LGR2 receptor signaling inhibition | HEK293 LGR2, CRE-luciferase, bursicon-stimulated, 4 h | inhibition, % at 9.99 µM | 380,000 tested, 0.35% active | AID 720647;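 active = drop in luminescence signal, shown as inhibition above about 50% in the replicate tests, limit read from the data, passing the limit was not always enough; inconclusive = probably only some replicates passing the limit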;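 note: agonist challenge used bursicon conditioned medium at about half maximal strength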
PAX8 reporter: PAX8 transcriptional activity inhibition; RMG-I TPO-luciferase reporter, SteadyGlo, 24 h; inhibition, % at 12.6 µM; 360,000 tested, 1.2% active; AID 652154;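 active = mean replicate inhibition at least 60% with every replicate also reaching 60%; inconclusive = only one of the two criteria is met; inactive = mean below 60% and not all replicates reaching 60%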;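 note: luciferase light reporting Pax8 driven TPO promoter activity; plate controls were median of neutral control wells for no effect and mitoxantrone controls for full effect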
* = called active by the depositor; u = inconclusive; x = no result given; & = joins results of further samples.

SMILES	FN deposition inh	ERAP1 HTS inh	PglD inh	S100A4 MyoIIA	PGC1a acetyl inh	EWS-Fli inh	LGR2 inh	PAX8 reporter
Cc1ccc[n+](Cc2ccc([N+](=O)[O-])cc2)c1	x	1	x	2	1	3	-13	-5
CCCN1CCC(=O)N([C@H](COc2ccccc2)CC(C)C)CC1	1	x	2	-1	-4	-3	13	-13
CC(C)Oc1cc(S(=O)(=O)N2CCCCC2)ccc1N	-9	-6	-4	0	-7	1	-5	2
CCOc1cc(C(=S)N2CCOCC2)ccc1OS(=O)(=O)c1ccc(OC)cc1	0	9	-1	-3	2	6	8	-22
COc1ccc(N2C(=O)CC(NNC(=O)c3cc(C)oc3C)C2=O)cc1 (centres undefined)	5	1	x	-17	x	10	-29	4
[O-]/[N+](=C/c1ccccc1)c1ccccc1	-2	2	-1	-3	7	-35	-23	-15
OC1(c2cccs2)CN(c2ccccc2)C2=[N+]1CCCC2 (centres undefined)	10	0	2	-4	-7	7	-11	6
O=C(C[C@@H]1CC[C@@H]2[C@H](COC[C@H](O)CN2C(=O)c2cccnc2)O1)Nc1ccc(-c2ccccc2)cc1	-5	x	-2	x	1	-13	6	25
COc1ccc(CNC(=O)C[C@@H]2C=C[C@@H](NS(=O)(=O)c3cccc(OC)c3)[C@@H](CO)O2)cc1	8	-3	x	5	x	-7	-16	20
Cc1ccc(S(=O)(=O)Nc2cccc3c2O[C@H](CN(C)S(=O)(=O)c2cn(C)cn2)[C@@H](C)CN([C@@H](C)CO)C3=O)cc1	x	-1	0	-36	-1	0	14	7
COc1cc(OC)c(C(=O)OCC(=O)Nc2ccc(S(=O)(=O)N3CCOCC3)cc2)cc1OC	23	-2	-5	-22	15	10	-2	9
Cc1ccc(-c2nc3ncccc3o2)cc1NC(=O)c1cccs1	-3	-5	x	-7	x	-11	8	11
O=C(NC(=S)Nc1cccc2cc(O)ccc12)c1ccco1	1	5	1	-11	2	-11	2	10
CC(C)CC#Cc1cnc2c(c1)C(=O)N([C@H](C)CO)C[C@H](C)[C@H](CN(C)C(=O)CCN1CCCCC1)O2	-15	0	-7	31	5	3	1	x
Cc1onc(-c2ccccc2Cl)c1C(=O)NCC(=O)O	17	x	2	x	2	x	x	-18
Cc1ccccc1OCc1nnc(SCc2nc3ccccc3c(=O)[nH]2)n1C	-1	-1	x	-2	-6	1	5	-1
C1=C\CCC2(OCCO2)C2(CC/1)OCCO2	-5	-1	5	-21	8	-12	5	-7
C[C@H]1CN([C@@H](C)CO)S(=O)(=O)c2ccc(-c3ccccc3)cc2O[C@@H]1CN(C)Cc1ccccc1	-5	x	x	x	12	18	14	x
CCc1ccc(C(=O)Nc2nc3ccccc3[nH]2)cc1	17	2	-4	-1	x	75*	92*	76*
Cn1c(SCC(=O)N2c3ccccc3Sc3ccc(Cl)cc32)nnc1-c1ccco1	x	8	-2	-5	2	-29	7	x
CC(=O)Nc1cccc(NC(=O)CCN2C(=O)c3ccccc3S2(=O)=O)c1	x	-2	5	2	x	6	16	5
C[C@@H]1CN([C@@H](C)CO)C(=O)c2cc(C#CCc3ccccc3)cnc2O[C@@H]1CN(C)Cc1cccc(C(=O)O)c1	x	-1	-6	6	-3	-2	5	7
CC(=O)NC[C@@H]1[C@@H](c2ccc(C3=CCCC3)cc2)[C@@H](CO)N1C(=O)C1CC1	4	0	x	-2	x	x	-8	x
O=C(COc1ccc2ccc(=O)oc2c1)NCCN1CCOCC1	14	-1	0	3	9	9	6	14
CC(=O)c1ccc(OCCCC(=O)NC(C)c2ccc(S(N)(=O)=O)cc2)cc1 (centres undefined)	4	5	x	0	8	2	16	-11

One compound at a time (already shown).
`[O-]/[N+](=C/c1ccccc1)c1ccccc1` across the screens: FN deposition inh = -2; ERAP1 HTS inh = 2; PglD inh = -1; S100A4 MyoIIA = -3; PGC1a acetyl inh = 7; EWS-Fli inh = -35; LGR2 inh = -23; PAX8 reporter = -15
`CCCN1CCC(=O)N([C@H](COc2ccccc2)CC(C)C)CC1` across the screens: FN deposition inh = 1; ERAP1 HTS inh = x; PglD inh = 2; S100A4 MyoIIA = -1; PGC1a acetyl inh = -4; EWS-Fli inh = -3; LGR2 inh = 13; PAX8 reporter = -13

(continued)
SMILES	FN deposition inh	ERAP1 HTS inh	PglD inh	S100A4 MyoIIA	PGC1a acetyl inh	EWS-Fli inh	LGR2 inh	PAX8 reporter
O=C(Cn1ccc(NC(=O)OCc2ccccc2)nc1=O)NCCc1ccccn1	0	1	3	-1	4	-11	-7	-4
COCC(=O)N[C@H]1CC[C@H](CC(=O)NCc2ccc(Cl)cc2)O[C@@H]1CO	-6	1	8	-7	0	0	12	6
COc1ccc(N(CC(=O)NCc2ccco2)S(=O)(=O)c2ccccc2)cc1	4	0	x	-4	x	6	9	17
Cc1cccc(C)c1-n1nnnc1C1(C)CCC(=O)N1Cc1ccco1 (centres undefined)	-1	x	x	-2	x	-10	3	12
COCc1nnc(NC(=O)COc2ccc3c(c2)OCO3)s1	3	-4	-1	2	6	-2	3	-15
NCCCCc1ccc2ccc3cccc4ccc1c2c34	-6	3	0	-1	-6	-2	-5	-10
O=C(NCCN1CCOCC1)c1ccc(Cl)cc1O	0	4	-3	-4	2	-4	4	-4
C[C@H](NC(=O)C[C@@H]1CC[C@@H]2[C@H](COC[C@H](O)CN2C(=O)Nc2cccc(Cl)c2)O1)c1ccccc1	2	x	12	x	3	-39	-28	-17
CCc1ccccc1-n1c(SCC(=O)NC)nnc1-c1ccco1	7	-6	3	1	4	0	-8	15
CCN1[C@@H]2Cn3c(ccc(C4=CCCCC4)c3=O)[C@H]1[C@@H](C(=O)N1CCCCC1)[C@@H]2CO	x	-5	5	8	x	2	-8	0
C=CCn1c(SCC(=O)N(CCC)C2CCS(=O)(=O)C2)nnc1-c1ccccc1OC (centres undefined)	-1	-3	5	-1	1	1	-14	10
COc1ccc(S(=O)(=O)Nc2ccc(C(F)(F)F)cc2)cc1OC	4	x	4	x	1	x	x	13
COCC#Cc1ccc([C@H]2[C@H](CO)N3C(=O)CN(C(=O)c4cccnc4)C[C@@H]23)cc1	x	1	x	-10	-4	-31	-6	x
COc1cccc(-n2nc(C(C)=O)c(=O)[nH]c2=O)c1	0	2	-7	-1	x	8	x	-12
Nc1ncnc(Nc2ccc(F)c(Cl)c2)n1	1	-3	-2	-1	-3	-44	-42	-36
COc1cccc(-c2ccc(C3[C@@H]4CN(C(=O)C5CCCC5)C[C@H]3N4)cc2)c1 (some centres undefined)	0&-1	0	x	-1&3	-1&-8	3&10	-6&9	x
CCOCCCNc1c(CC)c(C)c(C#N)c2nc3ccccc3n12	0	-4	-6	2	x	-4	16	28
COc1ccc(C(CNC(=O)C(CC(C)C)NS(=O)(=O)c2ccc(C)cc2)N2CCOCC2)cc1 (centres undefined)	5	2	3	11	x	-1	2	-5
COc1ccc2c3c(n(C)c2c1)[C@@H](CO)N(CC1CCOCC1)CC31CN(C(=O)Nc2ccccc2)C1	x	2	x	3	-19	-2	-8	x
CN(C)CCCN(C(=O)c1ccc(S(=O)(=O)N2CCc3ccccc3C2)cc1)c1nc2ccc(F)cc2s1	-18	-1	-1	-1	x	58*	12	13
CC1(NS(=O)(=O)c2ccc(Cl)s2)CCS(=O)(=O)C1 (centres undefined)	-5	-7	1	-3	-18	1	-6	-36
COc1cccc(C#Cc2ccc3c(c2)O[C@H](CN(C)S(=O)(=O)c2ccccc2F)[C@H](C)CN([C@H](C)CO)S3(=O)=O)c1	-5	2&1&-1	2&3&-2	0&-7&11	-4&-1	12&3&8	-22&8	6&29&36
C[C@@H]1CN([C@@H](C)CO)C(=O)Cc2cc(NS(=O)(=O)c3ccc(F)cc3)ccc2O[C@H]1CN(C)S(=O)(=O)c1ccc(Cl)cc1	x	x	0	x	-22	14	2	-4
Cc1ccc(-c2csc(SCC(=O)c3c(N)n(C4CC4)c(=O)[nH]c3=O)n2)cc1	-4	10	-1	-1	x	-21	-4	-11
C[C@H]1CN([C@@H](C)CO)C(=O)c2cccc(NC(=O)Nc3ccc(F)cc3)c2O[C@@H]1CN(C)S(=O)(=O)c1ccccc1	x	4	3	4	-3	-5	7	x

(further entries)
SMILES	FN deposition inh	ERAP1 HTS inh	PglD inh	S100A4 MyoIIA	PGC1a acetyl inh	EWS-Fli inh	LGR2 inh	PAX8 reporter
C[C@H]1CCCCO[C@H](CN(C)C(=O)Cc2ccccc2)[C@@H](C)CN([C@@H](C)CO)C(=O)c2cc(NC(=O)Nc3ccc(F)cc3)ccc2O1	x	-3	1	-8	-1	5	-14	4
CCc1c(C2(O)CCCCC2)[nH]c2ncccc12	0	3	0	2	x	-2	17	-4
COc1ccc(-c2cc(C3CCN(Cc4cccc(C(F)(F)F)c4)CC3)[nH]n2)cc1	-7	-4	-3	-1	-14	12	11	33
C/C(=N\Nc1nc(-c2cc(C)ccc2C)cs1)c1cc2c(ccc3ccccc32)oc1=O	0	-10	x	-8	x	16	x	17
O=C(c1ccccn1)N1C[C@H]2[C@@H](c3ccccc31)[C@@H](CO)N2C(=O)Nc1ccccc1Cl	2	x	-2	x	0	6	6	-7
C[C@H]1CN([C@@H](C)CO)C(=O)c2cccc(NC(=O)c3nc4ccccc4s3)c2O[C@@H]1CN(C)CC1CC1	x	0	2	10	-3	2	6	3
O=C(CCc1nc2ccccc2c(=O)[nH]1)NCc1ccccn1	2	3	-2	4	0	2	8	0
C[C@H]1CN([C@@H](C)CO)C(=O)Cc2cc(NC(=O)CCCCCC(=O)Nc3ccccc3N)ccc2O[C@H]1CN(C)C(=O)NC1CCCCC1	-1	0	2	-3	9	-1	7	x
CC(=O)NNC(=O)c1nc(-c2ccccc2)c(C)o1	11	0	x	1	5	4	-1	2
O=[N+]([O-])c1cnc(Sc2ccncn2)s1	-10	-1	4	-1	21	u	5	120*
CCC(=O)N(C)C[C@H]1Oc2cc(-c3ccncc3)ccc2S(=O)(=O)N([C@@H](C)CO)C[C@@H]1C	-6	3	4	8	7	-2	18	x
Cc1cc(C)nc(SCC(=O)N/N=C\C(Br)=C\c2ccccc2)n1	4	0	x	-1	x	2	-2	-16
Cc1ccc(NS(=O)(=O)c2ccc(C(=O)NCc3ccncc3)cc2)cc1	1	0	-2	-15	3	16	-6	9
CCc1ccc(OCC(=O)N/N=C(\C)c2ccc(-n3ccnc3)cc2)cc1	5	-2	x	1	x	-28	x	-32
Cc1ccc(S(=O)(=O)N2CCCC2CNC(=O)C(=O)NCc2cccs2)cc1 (centres undefined)	5	0	2	-12	-5	3	10	12
O=c1c2ccccc2oc2cc(OCc3ccc(F)cc3)cc(O)c12	12	-2	-7	0	-7	-3	1	-32
Cc1cc(C(=O)N2C(C)CCCC2C)no1 (centres undefined)	-5	-5	9	-4	3	-1	-3	23
COc1ccc(N(CC(=O)NCCSCc2ccco2)S(=O)(=O)c2ccccc2)cc1OC	-3	-1	-2	-6	x	4	5	x
COc1ccccc1N1CCN(C(=O)c2cc(C(C)(C)C)oc2C)CC1	7	0	3	0	-2	15	x	-19
CSc1ccc(CN2CCC(Cc3ccccc3)CC2)cc1	-5	-2	7	6	x	11	-12	8
CC(NC(=O)CCNS(=O)(=O)c1ccccc1)c1ccccc1 (centres undefined)	x	3	-1	-1	x	x	7	-10
COc1ccc(/C=N/NC(=O)c2cccc3ccccc23)c(OC)c1OC	-1	-2	x	1	-5	19	23	16
